Bioassay records (PubChem BioAssay)
SUMO1-SIM PPI – modulators of human SUMO1-mediated protein-protein interactions. AID 602429. 0.33% of 360,000 active. inhibition, % at 20 µM. P63165. SUMO1 binding to a labelled peptide, TR-FRET, 1 h; in the data active means inhibition above about 37%
Tb MetRS inh – Trypanosoma brucei MetRS inhibition; 0.4% of 360,000 active; purified T. brucei MetRS, ATP depletion, Kinase-Glo luminescence; inhibition, % at 11.9 µM;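 active means inhibition above a per-plate cutoff of the control wells' mean inhibition plus 3 SD, cut at about 5.5% in these data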;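 further: 0% = DMSO wells median and 100% = median of wells with control inhibitor compound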
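assay system = parasite MetRS enzyme | timing = 15 min preincubation, 2 h reaction, all 25 °C | evaluation = percent inhibition relative to median high and low control wells | medium = HEPES buffer containing pyrophosphatase, BSA, spermine, DTT | compound = single dose, 11.9 µM final nominal, 0.9% final DMSO | detection = Kinase-Glo luminescence, ATP depletion format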
STEP block – STEP (human) phosphatase inhibition; P54829; recombinant STEP, OMFP fluorogenic substrate, fluorescence; inhibition, % at 20 µM; 0.25% of 360,000 active; AID 588621;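 active means inhibition at 20 µM, scaled per plate between control wells, above about 37%, limit read from the data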;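 further: 0% = DMSO with enzyme and substrate and 100% = substrate only without enzyme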
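Assay system: isolated STEP enzyme / Timing: 20 min at room temperature, dark / Doses: 20 µM, 1% DMSO / Technique: fluorescence intensity, excitation 480 nm, emission 540 nm / Reagent: fluorogenic phosphatase substrate OMFP at 25 µM final / Measure: percent inhibition scaled to no-enzyme and uninhibited-enzyme controls, plate-pattern corrected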
DNMT1 block – blocks human DNA methyltransferase DNMT1. P26358. DNMT1 molecular beacon, Hinp1I cleavage, fluorescence. inhibition (reported as % activation of signal), % at 10 µM. 0.83% of 360,000 active. AID 588458; in the data active means inhibition above about 50%
NRP1-CendR mod – alters CendR peptide binding to human NRP-1; O14786; FAM-RPARPAR peptide binding to NRP-1, fluorescence polarization; inhibition, % at 25 µM; 0.85% of 360,000 active;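 active means inhibition or corrected inhibition above about 18%, plus a signal ratio from 0.5 to 1.5, limit read from the data, passing the limit was not always enough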; further: strong numbers were not always called active
Target sequence (O14786 whole entry, looked up): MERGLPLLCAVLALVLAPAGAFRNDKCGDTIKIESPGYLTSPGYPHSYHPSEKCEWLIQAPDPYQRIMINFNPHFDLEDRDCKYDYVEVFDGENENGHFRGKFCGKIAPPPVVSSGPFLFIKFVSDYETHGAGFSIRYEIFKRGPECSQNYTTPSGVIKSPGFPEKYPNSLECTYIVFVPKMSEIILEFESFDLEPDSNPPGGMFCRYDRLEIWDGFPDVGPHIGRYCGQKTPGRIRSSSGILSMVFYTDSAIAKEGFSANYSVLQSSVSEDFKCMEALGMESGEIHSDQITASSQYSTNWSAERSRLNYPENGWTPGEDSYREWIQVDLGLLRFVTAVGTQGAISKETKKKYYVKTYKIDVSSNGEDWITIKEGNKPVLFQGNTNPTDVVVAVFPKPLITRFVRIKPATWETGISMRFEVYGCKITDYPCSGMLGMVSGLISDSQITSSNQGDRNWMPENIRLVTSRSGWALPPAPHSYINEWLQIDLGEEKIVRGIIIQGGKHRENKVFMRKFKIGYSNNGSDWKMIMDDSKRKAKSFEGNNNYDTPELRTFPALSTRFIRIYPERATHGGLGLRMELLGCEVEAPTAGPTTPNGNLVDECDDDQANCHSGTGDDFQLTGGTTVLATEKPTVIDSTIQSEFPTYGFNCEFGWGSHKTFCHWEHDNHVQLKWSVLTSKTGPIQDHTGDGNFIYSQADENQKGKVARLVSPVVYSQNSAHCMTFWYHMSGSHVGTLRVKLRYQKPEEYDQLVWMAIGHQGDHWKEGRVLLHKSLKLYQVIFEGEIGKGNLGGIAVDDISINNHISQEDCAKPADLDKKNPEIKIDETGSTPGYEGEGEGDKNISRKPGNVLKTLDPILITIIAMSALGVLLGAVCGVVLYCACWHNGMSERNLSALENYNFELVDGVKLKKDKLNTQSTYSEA
SKN-1 inh – C. elegans SKN-1 inhibition; C. elegans VP596 Pgst-4::GFP/RFP ratio, acrylamide-induced, 24 h; inhibition, % at 21.8 µM; 0.49% of 360,000 active;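 active means interference check ratio from 0.5 to 1.5 plus GFP to RFP signal ratio inhibition reaching or exceeding a fixed threshold, cut at about 30% in these data, passing the limit was not always enough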; further: some compounds called inactive have numbers as strong as hits
LMPTP block – blocks human LMPTP phosphatase. P24666. recombinant LMPTP-A, OMFP fluorogenic substrate, fluorescence intensity. inhibition, % at 20 µM. 0.22% of 360,000 active;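 active means compounds that cut the enzyme signal by at least half of the control window in the single-dose screen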;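 further: plate controls were DMSO wells with enzyme plus substrate for no effect and substrate without enzyme for full effect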
Target sequence (P24666 whole entry, looked up): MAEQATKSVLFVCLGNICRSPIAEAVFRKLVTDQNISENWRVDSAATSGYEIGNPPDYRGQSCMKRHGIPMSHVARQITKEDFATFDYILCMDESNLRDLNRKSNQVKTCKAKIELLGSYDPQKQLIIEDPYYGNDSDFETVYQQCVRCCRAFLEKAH
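Assay system: LMPTP-A enzyme. Input: 0.625 nM LMPTP-A final. Probe or stimulus: 400 µM OMFP. Compound dosing: single 20 µM dose. Schedule: 50 min dark incubation at room temperature. Detection: fluorescence intensity of OMFP turnover product. Read-out: percent inhibition versus substrate-only and uninhibited controls. Benchmarks: no-enzyme low control, uninhibited high control.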
NadD block – NadD (S. aureus) enzyme inhibition | 0.78% of 360,000 active | AID 602399 | inhibition, % at 20 µM | purified NadD enzyme, colorimetric absorbance read-out; in the data active means inhibition above about 26%; further: some compounds past the cut are filed as inactive
Scp1 inh – inhibitors of human Scp-1 phosphatase. Q9GZU7. Recombinant Scp1, phosphopeptide, malachite green phosphate absorbance. 0.88% of 340,000 active. inhibition, % at 20 µM;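 active means inhibition above about 50% at 20 µM, limit read from the data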;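 further: plate controls were DMSO wells with enzyme for no effect and wells lacking enzyme for full effect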
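assay system = SCP-1 phosphatase catalytic domain, residues 76-261 | buffer or medium = 50 mM Tris acetate pH 5.5, 0.005% Tween-20, 10 mM MgCl2 | incubation = enzyme reaction 45 min at room temperature, colour 5 min, stabilisation 30 min | signal = Phosphate-binding colour reagent, absorbance read at 630 nm | measure = % inhibition at 20 µM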
Neddyl block – cullin neddylation inhibition | 0.58% of 360,000 active | TR-FRET cullin neddylation, biochemical | P61081+Q13564 | calls only at 25 µM; in the data active means inhibition above about 36%
* hit, by the source's call; i = inactive; / = not tested or not shown; + = active, no number.

SMILES	SUMO1-SIM PPI	Tb MetRS inh	STEP block	DNMT1 block	NRP1-CendR mod	SKN-1 inh	LMPTP block	NadD block	Scp1 inh	Neddyl block
COCCNC(=O)NC(=O)COC(=O)Cc1ccc2c(c1)OCCO2	0	0.6	2	3	3	3	-0.6	0	7	i
Cc1ccc(-n2nc3c(=O)n(CC(=O)NCCc4ccco4)nc(C)c3c2C)cc1	6	-0.2	1	-1	-4	12	-0.3	0	3	i
COc1ccc(Oc2ccc(N/C=C3\CCCC3=O)cc2)cc1	-4	0.6	10	-20	-2	5	-0.2	-2	3	i
CC(=O)c1ccc(OCC(O)CN2CCc3ccccc3C2)cc1 (stereo not drawn)	-9	-0.1	-4	2	-4	-1	-1.4	-6	-9	i
CCN(CC)c1ccc(N=C2C=CC(=O)C=C2NC(C)=O)cc1	-29	0.0	-1	-9	5	38	7.0	4	-3	i
C=CCn1c(SCC(=O)Nc2nnc(CC)s2)nnc1-c1cccnc1	0	-0.9	-3	0	3	1	-2.3	1	4	i
COc1cc(C)c(S(=O)(=O)NCc2ccc3c(c2)OCO3)cc1C	-2	0.0	0	0	11	10	0.2	4	-5	i
CCn1cc(C(=O)OCC(=O)Nc2ccc(S(=O)(=O)N3CCCC3)cc2)c(=O)c2ccc(C)nc21	1	-0.7	0	-3	12	17	2.0	-6	-5	i
Nc1nc(SCc2ccc(Br)cc2)n[nH]1	1	-0.2	-2	0	-8	13	-0.9	-6	4	i
Cc1ccc(CSCCNC(=O)c2cccc([N+](=O)[O-])c2)cc1	-13	-1.1	1	1	4	-2	-0.7	-7	-4	i
COc1cccc(S(=O)(=O)N(C)C[C@H]2OCc3cnnn3CCCC(=O)N([C@H](C)CO)C[C@H]2C)c1	1	-1.8	-1	3	-9	5	0.4	7	/	i
Cc1cc(C(=O)OCC(=O)N2CC(=O)Nc3ccccc32)c(C)n1-c1ccccc1	0	0.3	1	-3	-2	12	0.6	2	1	i
Cc1[nH]c2ccccc2c1C(=O)COC(=O)C1CC(=O)N(Cc2ccccc2)C1 (stereo not drawn)	-2	-0.3	0	2	12	8	0.1	-5	-7	i
O=c1cc[nH]c2ccc([N+](=O)[O-])cc12	-29	-0.1	2	2	34*	-1	1.9	0	-6	i
CN(C)CCCN(C(=O)c1ccc(S(=O)(=O)N2CCc3ccccc3C2)cc1)c1nc2c(F)cccc2s1	-6	0.3	1	4	8	-6	0.7	6	3	i
Cc1ccc(NC(=O)C(C)OC(=O)Cn2[nH]c(=O)c3ccccc3c2=O)cc1 (stereo not drawn)	0	-0.4	-2	1	-3	20	-0.7	0	-3	i
CC1Sc2ccc(C(=O)Nc3ncccc3O)cc2NC1=O (stereo not drawn)	-3	-0.3	2	-1	-5	19	-0.6	1	-7	i
COc1cccc2cc(C(=O)OC(C)C(=O)c3ccc(C)cc3)c(=O)oc12 (stereo not drawn)	-12	-0.3	2	-1	4	3	2.6	0	-8	i
COc1ccc(N2CCN(C(=O)c3oc4ccccc4c3NC(=O)Cc3ccc(OC)c(OC)c3)CC2)cc1	-2	-0.6	-3	-2	0	-15	1.1	0	-5	i
Cc1[nH]c(=O)c(C#N)c(C)c1Br	5	-0.9	-1	4	0	4	-0.2	0	0	i
CCCN1CCC(=O)N([C@H](CSc2ccc(C)cc2)c2ccccc2)CC1	-33	0.0	-2	-3	2	-4	-1.5	3	0	i
C[C@@H]1CN(Cc2cn(C)nc2-c2cccc(Cl)c2)C[C@H](C)O1	-1	0.0	-3	3	7	4	-0.4	-5	3	i
CC(NC(=O)C1CCN(S(=O)(=O)N2CCC3(CC2)OCCO3)CC1)c1ccccc1 (stereo not drawn)	28	-0.7	0	3	6	3	-1.2	2	-3	i
O=C1NC[C@@H](CCCCN2C[C@H](Cc3ccccc3)N(CC3CCCCC3)C(=O)C2=O)N(CCc2ccccc2)C1=O	7	-0.7	/	/	-2	-3	0.0	19	/	i
O=C(CCNC(=O)c1ccc(Cl)cc1)Nc1ccc(S(=O)(=O)N2CCOCC2)cc1	2	0.2	0	-2	9	7	0.4	-3	-2	i

A second format for part of the listing above:
Each structure is followed by: SUMO1-SIM PPI, Tb MetRS inh, STEP block, DNMT1 block, NRP1-CendR mod, SKN-1 inh, LMPTP block, NadD block, Scp1 inh, Neddyl block
- CC1Sc2ccc(C(=O)Nc3ncccc3O)cc2NC1=O (stereo not drawn)
→ -3, -0.3, 2, -1, -5, 19, -0.6, 1, -7, i
- COc1cccc2cc(C(=O)OC(C)C(=O)c3ccc(C)cc3)c(=O)oc12 (stereo not drawn)
→ -12, -0.3, 2, -1, 4, 3, 2.6, 0, -8, i
- COc1ccc(N2CCN(C(=O)c3oc4ccccc4c3NC(=O)Cc3ccc(OC)c(OC)c3)CC2)cc1
→ -2, -0.6, -3, -2, 0, -15, 1.1, 0, -5, i
- Cc1[nH]c(=O)c(C#N)c(C)c1Br
→ 5, -0.9, -1, 4, 0, 4, -0.2, 0, 0, i

Continued.
SMILES	SUMO1-SIM PPI	Tb MetRS inh	STEP block	DNMT1 block	NRP1-CendR mod	SKN-1 inh	LMPTP block	NadD block	Scp1 inh	Neddyl block
O=C(O)C(Cc1ccccc1)N1C(=O)/C(=C/C=C/c2ccco2)SC1=S (stereo not drawn)	115*	0.6	83*	97*	-179	31	64*	27	84*	i
CCCCn1c(N)c(N(CCOC)C(=O)c2ccco2)c(=O)[nH]c1=O	0	-0.5	1	0	-3	23	-0.9	9	-4	i
CCN(c1ccccc1)S(=O)(=O)c1cc2c(cc1C)N(C)CCO2	4	0.1	12	-1	-12	4	-0.2	-5	-8	i
O=C(Nc1nnc(CC(=O)N2CCOCC2)s1)c1cccs1	-4	0.1	1	0	-11	6	-0.3	2	0	i
O=C(NCCCn1ccnc1)C1CCCN(S(=O)(=O)c2cc(Cl)ccc2Cl)C1 (stereo not drawn)	5	-0.3	2	0	2	5	-0.7	-3	3	i
Cc1cccc(N(CC(=O)NC2CCCC2)C(=O)CCC(=O)Nc2ccccn2)c1	0	0.1	1	2	5	14	-1.7	-5	-5	i
CCOc1ccccc1N(CC(=O)NC(C)(C)C)C(=O)Cn1nnc(-c2ccc(C)o2)n1	3	0.3	-1	5	-9	9	-1.3	-7	-1	i
CCOC(=O)c1cc(CC)sc1NC(=O)c1cccc(N2C(=O)CCC2=O)c1	3	0.3	-5	-1	-2	-3	-0.1	-1	-6	i
COc1cccc(-c2c(C(=O)N/N=C/c3cccs3)nnn2-c2nonc2N)c1	-17	1.3	2	5	8	20	2.3	3	3	i
COc1cc(CNc2ncnc3c2ncn3[C@H]2CN(Cc3ccccc3)C[C@@H](COC(C)=O)O2)cc(OC)c1OC	0	-0.3	4	-3	16	6	1.0	2	/	i
CCOc1ccc(C2C(C(=O)c3cccs3)=C(O)C(=O)N2Cc2cccnc2)cc1 (stereo not drawn)	-8	-1.1	2	-4	-12	1	0.2	4	10	i
O=C(CCl)Nc1ccc(Sc2ccc(NC(=O)CCl)cc2)cc1	2	-0.6	-2	12	-12	10	3.4	-4	-1	i
CCn1c(=S)sc2c(=O)n(CC(=O)NCCCc3ccccc3)c(C)nc21	2	-0.2	8	16	26*	3	17	2	1	i
OC1CCN(Cc2ccc(OCc3ccccc3)cc2)CC1	-2	-0.7	1	2	3	17	-2.5	-10	-3	i
CCCCn1c(N)c(N(CCOC)C(=O)c2sc3ccccc3c2Cl)c(=O)[nH]c1=O	19	-0.3	1	0	6	-2	0.0	-4	-3	i
COc1ccc(/C=N/Nc2nc(-c3cccnc3)nc3ccccc23)c(OC)c1	3	0.1	0	1	-19	12	3.5	-9	-7	+
C=CCOc1ccc(Br)cc1CNCC	5	-0.3	-1	0	15	3	0.5	1	-11	i
CCOc1ccc(/C(O)=C/C(=O)C(=O)Nc2ccc(S(=O)(=O)NC(C)=O)cc2)cc1	-4	0.1	2	9	-18	9	1.2	-4	-4	i
COc1cc(NC(=O)NS(=O)(=O)c2ccc(C)cc2)cc(OC)c1	0	0.0	-2	-5	-6	-7	-0.6	4	-5	i
NC(N)=N/N=C/c1ccc(OCc2ccccc2)c(OCc2ccccc2)c1	-30	-0.5	18	12	19	11	2.7	17	4	i
COc1ccc(OC)c(S(=O)(=O)Nc2ccc3oc(C)c(C(C)=O)c3c2)c1	9	-0.3	2	-3	11	-15	0.3	-4	-7	i
COc1ccc(C(=O)NNc2ccccc2)cc1	-1	0.4	0	14	3	2	-0.9	-7	-8	i
COc1ccccc1S(=O)(=O)c1ccccc1[N+](=O)[O-]	19	-0.2	0	2	-8	12	-0.7	-9	-14	i
O=C(NC1CCCCC1)C12CC3CC(C1)CC(n1cncn1)(C3)C2	2	-0.5	-6	0	-1	1	-3.7	-3	-13	i
CCCCN1C2=NC(c3ccccc3)CN2c2ccccc21 (stereo not drawn)	-2	-0.7	0	-1	-5	-5	-1.0	-8	-3	i
SMILES	SUMO1-SIM PPI	Tb MetRS inh	STEP block	DNMT1 block	NRP1-CendR mod	SKN-1 inh	LMPTP block	NadD block	Scp1 inh	Neddyl block
COC(=O)c1ccc(Cn2cnc3ccccc3c2=O)cc1	2	0.1	-4	1	-4	12	0.3	10	-9	i
CC1CCN(C(=O)CN2C(=O)COc3ccc(Cl)cc32)CC1	-6	-0.2	-2	2	13	4	-0.9	2	4	i
Cc1cccc(NC(=O)/C=C/c2cccs2)n1	-12	-0.7	12	14	-16	9	-0.2	-2	7	i
CC(C)c1ccc(CNC(=O)C(=O)NCCCn2ccnc2)cc1	-1	0.1	-2	-3	6	4	-6.6	-5	-9	i
O=c1[nH]cnc2scc(-c3ccc(Br)cc3)c12	1	-0.8	2	-4	-5	4	0.4	-2	1	i
CCC/C=C/c1ccc(CN2C(CC(C)C)C(=O)N(Cc3cn(CCC4OCCCO4)nn3)CCS2(=O)=O)cc1 (stereo not drawn)	9	0.3	2	-4	4	6	5.2	-15	/	i
COC(=O)c1ccc(OC)c(OC2CCCC2)c1	-3	-0.5	-3	2	5	0	0.0	3	-8	i
CC(C)C(=O)c1cn(CC(=O)NCc2ccc3c(c2)OCO3)c2ccccc12	-2	0.4	-3	0	6	9	-0.1	10	-5	i
COc1ccc(OC)c(NC(=O)C2(C)CCN2C(=O)Cc2ccccc2)c1 (stereo not drawn)	3	-0.2	-1	6	-16	-1	-0.6	-4	/	i
Cc1ccc(N(CC(=O)Nc2cccc(C)c2)S(=O)(=O)c2cccc3nonc23)cc1	-16	0.2	3	-2	-5	8	2.2	-3	9	i
N#C/C(=C(/O)CSc1ccccn1)c1nc2ccccc2s1	9	-0.3	3	-4	-16	3	12	3	-10	i
COc1cc(C)ccc1OCCCOc1ccccc1Cl	1	-0.4	1	-6	10	11	2.5	-2	-11	i
O=C(Nc1ccc(F)c(Cl)c1)c1ccc2sc([C@@H]3O[C@H](CO)[C@H](O)[C@H](O)[C@H]3O)nc2c1	-6	-0.3	-3	-1	-18	8	-0.6	6	/	i
Nc1n[nH]c(CCCO)n1	2	0.0	-4	-2	-5	2	0.3	-3	-8	i
